Compound activity: PubChem, National Center for Advancing Translational Sciences (NCATS)
Vif-A3G inh = qHTS for Inhibitors of Vif-A3G Interactions: qHTS; DNA dC->dU-editing enzyme APOBEC-3G (Homo sapiens), Q9HC16; HeLa A3G-eYFP + Vif (tagged APOBEC3G with the HIV-1 protein that degrades it), YFP fluorescence, overnight; Potency, µM (doses to about 46.1 µM), inactives show at the highest dose activity, negative = active, actives largely listed as inhibitors; 0.076% of 410,000 active; AID 602310, 2012;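 note: potency is the fitted concentration of half-maximal effect; % is set by controls: 0 for no effect and ±100 for the full control effect; nearly all actives have a fitted effect of over 60% in size; hits raise eYFP signal because A3G escapes Vif-driven loss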
Target sequence (Q9HC16 whole entry, looked up): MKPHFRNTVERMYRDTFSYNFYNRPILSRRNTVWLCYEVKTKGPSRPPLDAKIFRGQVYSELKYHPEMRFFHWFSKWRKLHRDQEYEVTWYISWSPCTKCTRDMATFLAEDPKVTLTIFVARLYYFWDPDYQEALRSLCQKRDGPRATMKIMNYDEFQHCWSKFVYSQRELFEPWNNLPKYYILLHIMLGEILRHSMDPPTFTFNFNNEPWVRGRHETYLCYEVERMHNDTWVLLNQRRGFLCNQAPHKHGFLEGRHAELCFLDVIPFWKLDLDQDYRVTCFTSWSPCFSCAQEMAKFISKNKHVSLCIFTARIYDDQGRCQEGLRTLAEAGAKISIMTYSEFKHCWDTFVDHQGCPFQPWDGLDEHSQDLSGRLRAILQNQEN
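HeLa cells stably expressing Vif and C-terminally eYFP-tagged A3G, seeded overnight at 37 deg C, then exposed to compound by pintool overnight at 37 deg C. Rise in yellow fluorescence (Ex 488/Em 500-530, Acumen) marks blocked Vif-driven A3G degradation.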
PI4K2A block = qHTS for small molecular inhibitors of PI4K2A | purified PI4K2A, ADP-Glo luminescence, 1 h; stronger effect = lower value | activity change, negative = inhibition, % at 76.9 µM | 0.13% of 420,000 active | AID 1346378, 2018; in the data active = activity change below about -50%; inconclusive = mostly about -30% to -49%;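 note: -100% = wells without enzyme as full effect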
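Compounds are screened against recombinant PI4K2A using PI as substrate and ATP, the latter dispensed at 300 microM. Reactions run one hour at ambient temperature before ADP-Glo detection; full inhibition defined by wells lacking enzyme.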
LDHA block = qHTS assay for inhibitors of human lactate dehydrogenase | purified LDHA, NADH/diaphorase-resazurin fluorescence; stronger effect = lower value | AID 1347041, 2019 | activity change, % (values are at about 110 or 230 µM) | 0.15% of 480,000 active | L-lactate dehydrogenase A chain (Homo sapiens), P00338; in the data active = activity change below about -30%; inconclusive = mostly about -25% to -30%;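 note: plate controls were DMSO wells for no effect and wells without enzyme for full effect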
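Enzyme activity of human lactate dehydrogenase 5 (2 nM; 0.06 mM NADH, 0.2 mM pyruvate, 5 min, RT) is measured via a resazurin/diaphorase fluorescence readout of residual NADH.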
Vif-A3F inh = qHTS for Inhibitors of Vif-A3F Interactions: qHTS; HeLa A3F-eYFP + Vif (tagged APOBEC3F with the HIV-1 protein that degrades it), YFP fluorescence increase; Potency, µM (titrated, usually from 46.1 µM), for the others: top-dose activity, negative = active; 0.2% of 390,000 active; AID 602313, 2012; note: potency is the fitted concentration of half-maximal effect; % of control where 0% means no effect; nearly all actives have a fitted effect of over 65% in size
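Fluorescence increase (Ex 488/Em 500-530) after overnight compound treatment at 37 deg C flags inhibition of Vif-driven A3F-eYFP loss in stable HeLa A3F-eYFP/Vif cells seeded overnight beforehand.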
Glioma ERSR ind = qHTS for Inducers of the Endoplasmic Reticulum Stress Response (ERSR) in Human Glioma: qHTS. Potency, µM, inactives show top-dose activation, actives largely listed as activators. U87-MG GRP78 promoter luciferase reporter, 16 h. 0.02% of 420,000 active. AID 602332, 2012; note: potency is the fitted concentration of half-maximal effect; series mostly up to about 76 µM; % of control where 0% means no effect; nearly all actives have a fitted effect of over 35% in size
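Stably transfected U87-MG glioma cells carrying a GRP78-based luciferase sensor; 16 h compound incubation. Luminescence end-point read 10 min after Bright-Glo addition at room temperature.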
RXFP1 agonist = qHTS Assay for Agonists of the Relaxin Receptor RXFP1. Potency, µM (titrated, usually from 57.5 µM), inactives show at the top dose activation, usual class: activators. HEK293T-RXFP1 cAMP TR-FRET, 30 min; response scale: percent of porcine relaxin response, buffer zero. Relaxin receptor 1 (Homo sapiens), Q9HBX9. 0.3% of 370,000 active. AID 2676, 2010; note: potency is the fitted concentration of half-maximal effect; % is set by controls: 0 for no effect and ±100 for the full control effect; nearly all actives have a fitted effect of over 60% in size; many of its hits are not listed in these tables
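Agonist response is measured as cAMP accumulation in an RXFP1-transfected HEK293T line under PDE4 inhibition. Values are scaled between buffer-only and 29 nM porcine relaxin, and EC50s come from standard Hill equation fits.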
TrxR1 substrate = qHTS Assay for Substrates of Mammalian Selenoprotein Thioredoxin Reductase 1 (TrxR1): qHTS | purified TrxR1 substrate turnover, NADPH consumption readout | 0.01% of 390,000 active | Potency, µM (series often up to 114 µM), inactives show at the top dose activity change, negative = substrate turnover; note: potency is the fitted concentration of half-maximal effect; % is set by controls: 0 for no effect and ±100 for the full control effect; nearly all actives have a fitted effect of over 50% in size
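Rat TrxR1, dispensed at 90 nM, was prereduced with 400 uM NADPH (final) for 5 min at ~22 deg C, then incubated with compound 15 min before 400 uM selenite. A first-read NADPH fluorescence drop versus no-compound background flagged substrates.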
USP1-UAF1 inh = Inhibitors of USP1/UAF1: Primary Screen. Ubiquitin carboxyl-terminal hydrolase 1 (Homo sapiens), O94782. recombinant USP1/UAF1, Ub-Rhodamine cleavage fluorescence. Potency, µM (titrated, usually from 57.1 µM), for the others: at the highest dose activity change, negative = inhibition, hits mostly inhibitors. 0.23% of 390,000 active. AID 743255, 2014; note: potency is the fitted concentration of half-maximal effect; % is set by controls: 0 for no effect and ±100 for the full control effect; nearly all actives have a fitted effect of over 60% in size; inactives centre near -12
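High-throughput fluorogenic screen: 1nM USP1/UAF1 complex, Ub-Rho substrate 150nM final, 50mM HEPES pH 7.8 with 0.5mM EDTA, 0.1 mg/ml BSA, 1mM TCEP and 0.01% Tween-20.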
IDH1 R132H inh = qHTS for Inhibitors of mutant isocitrate dehydrogenase 1 (IDH1): qHTS. Isocitrate dehydrogenase [NADP] cytoplasmic (Homo sapiens), O75874. IDH1-R132H enzyme, NADPH consumption, diaphorase/resazurin fluorescence. Potency, µM (highest dose often 76.6 µM), inactives show at the highest dose activity change, negative = inhibition, actives largely listed as inhibitors. 0.093% of 390,000 active; note: potency is the fitted concentration of half-maximal effect; % is set by controls: 0 for no effect and ±100 for the full control effect; nearly all actives have a fitted effect of over 65% in size
Target sequence (O75874 whole entry R132H, stated change not applied): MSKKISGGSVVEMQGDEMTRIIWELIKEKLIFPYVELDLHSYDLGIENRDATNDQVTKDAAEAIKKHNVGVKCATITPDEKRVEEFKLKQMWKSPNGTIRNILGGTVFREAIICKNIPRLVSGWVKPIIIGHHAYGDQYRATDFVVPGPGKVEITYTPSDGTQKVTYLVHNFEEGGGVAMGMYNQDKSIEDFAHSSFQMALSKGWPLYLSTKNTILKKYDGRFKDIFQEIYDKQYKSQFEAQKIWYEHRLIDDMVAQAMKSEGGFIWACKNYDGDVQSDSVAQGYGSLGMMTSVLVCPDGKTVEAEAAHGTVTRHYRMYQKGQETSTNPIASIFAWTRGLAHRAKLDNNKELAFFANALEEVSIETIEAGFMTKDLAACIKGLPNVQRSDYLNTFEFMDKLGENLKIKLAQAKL
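IDH1-R132H (0.5 ug/mL dispensed) in pH 7.5 Tris buffer was preincubated 30 min with compound, then given a substrate mix of 0.016 mM NADPH and 2 mM alpha-KG for 80 min at room temperature; remaining NADPH was read by diaphorase/resazurin fluorescence.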
Active calls of the source: *; ? = inconclusive; . = not tested or not shown; & = joins results of further samples; [ ] = remark or other dose. Unless noted, calls come from the whole dose curve; as a rule, active = well fitted curve in the direction sought with a large enough effect; inconclusive = small, poorly fitted or top-dose-only effect, or another doubt; inactive = no such curve, though single readings can be large; an effect the other way counts as inactive or inconclusive. Some of the compounds tested; count on the stated rates, not on these rows.

SMILES	Vif-A3G inh	PI4K2A block	LDHA block	Vif-A3F inh	Glioma ERSR ind	RXFP1 agonist	TrxR1 substrate	USP1-UAF1 inh	IDH1 R132H inh
CCOc1ccc(C(CC(=O)O)NC(=O)Cc2ccc(Cl)cc2)cc1 (stereo not drawn)	-1%	6	-7	-44%	-1%	1.1%	10%[57.1 µM]	-13%	-1%
CN(C)CCN(C(=O)c1ccc2ccccc2c1)c1nc2cc3c(cc2s1)OCCO3	1%	-5	3	?	-4%	1.4%	0%	-14%	5%
COc1ccccc1OCc1nnc(SCC(=O)N2CCCCC2)o1	0%	-1	1	2%	4%	-4.4%	5%[57.1 µM]	-19%	1%
O=C(N/N=C/c1ccncc1)c1ccc(NC(=O)c2ccc(Cl)cc2)cc1	0%	-7	-4	?	0%	2.7%	2%	-21%	-6%
O=C(CN1CCN(c2ccccc2O)CC1)Nc1ccnn1C1CCCC1	0%	-4	2	-4%	0%	0.6%	-4%	1%	-14%
CCCCN(C(=O)c1cc(=O)[nH]c2ccccc12)c1c(N)n(CCCC)c(=O)[nH]c1=O	1%	2	-9	1%	0%	-0.1%	-3%	8%	-6%
O=C(N/N=C/c1ccc(Cl)cc1Cl)Nc1ccccc1	-4%	11	-10	0%	-1%	1.4%	0%[57.1 µM]	-15%	-4%
CC(C)(C)C(=O)N1CCN(c2ccnc3cc(Cl)ccc23)CC1	4%	-2	-5	13%	-1%	0.0%	-8%	-7%	1%
COc1ccc2oc(=N)c(C(=O)Nc3cccc(C)c3C)cc2c1	-1%	-3	0	11%	5%	2.2%	1%[57.1 µM]	-6%	7%
Cc1cc2nc3c(nc2cc1C)C1(C(=O)N(C)C)CCC3(C)C1(C)C (stereo not drawn)	0%	2	-3	3%	-2%	3.2%	-7%	-17%	3%
CCCn1cnc2cc(NC(=O)c3ccco3)ccc21	-13%	0	-3	1%	-11%	0.1%	6%	-20%	14%
CC1CN(C(=O)CCN2C(=O)c3ccccc3C2=O)CC(C)O1 (stereo not drawn)	2%	-2	-15	-7%	-5%	-0.2%	7%[57.1 µM]	-3%	-1%
Cc1cc(C(C)(C)C)cc(S(=O)(=O)NCCc2ccncc2)c1C	3%	-1	-7	-8%	-3%	1.0%	-7%	-6%	-4%
Cc1cccn2c(Nc3ccc4c(c3)OCCO4)c(-c3ccc(Br)o3)nc12	-5%	-1	0	0%	-1%	-1.2%	-2%	?	-4%
O=C(CC(C(=O)N1CCc2ccccc21)n1ccnc1)N1CCc2ccccc2C1 (stereo not drawn)	-1%	13	-3	-15%	1%	0.0%	7%	?	-7%
CCCCNS(=O)(=O)c1ccc2nc(SCC(=O)Nc3cccc(F)c3)[nH]c2c1	-1%	1	-4	4%	-5%	1.2%	1%[57.1 µM]	-19%	-9%
CSc1nsc(SCCN2C(=O)c3ccccc3C2=O)n1	0%	-7	-4	3%	1%	-0.3%	8%[57.1 µM]	1%	2%
Cc1ccc(NS(=O)(=O)c2c(C(=O)N3CCCCCC3)c(C)n(C)c2C)c(Cl)c1	2%	-1	-2	-6%	0%	0.5%	0%	-17%	-11%
CN(CCc1ccccn1)C(=O)c1cccnc1Oc1ccccc1	0%	4	-2	-2%	2%	6.8%	2%	-20%	0%
N#Cc1ccc(/C=C\c2nccc3c2[nH]c2ccccc23)cc1	13µM*	7	-6	?	-2%	25%	24%[57.1 µM]	22µM*	3%
COc1cccc(OCc2ccc(Cn3nc(NC(=O)NCCc4ccc(OC)c(OC)c4)c4ccccc43)cc2)c1	-3%	1	-10	.	-4%	.	.	.	.
COCc1nnc(NC(=O)CS(=O)(=O)Cc2ccccc2)s1	2%	8	-3	2%	-4%	0.4%	-3%	-7%	1%
O=c1c(-c2ccc(O)cc2)coc2cc(OC3OC(CO)C(O)C(O)C3O)cc(O)c12 (stereo not drawn)	-4%	-2	1	-3%	4%	1.3%	7%	-29%	7%
CCCCNC(=O)c1c(CSc2ccccc2)noc1C(=O)NCc1ccccc1	-5%	3	-1	2%	-5%	0.8%	-9%	-14%	11%
CCOC(=O)C1=C(N)n2c(s/c(=C\c3ccncc3)c2=O)=C(C(=O)OCC)C1c1ccncc1 (stereo not drawn)	7%	-1	-10	-6%	-1%	3.0%	3%[57.1 µM]	?	-12%
COc1ccccc1C1C=C(c2ccc(C)cc2)Nc2nnnn21 (stereo not drawn)	-7%	-3	-1	3%	-2%	0.4%	0%	-3%	12%
COc1ccc(/C=C/c2ccnc3ccccc23)c(OC)c1	?	.	0	.	4%	.	-11%	.	.
CCc1ccc(C(=O)CSc2nc3cc(S(=O)(=O)N4CCOCC4)ccc3n2CC)cc1	-3%	5	-9	-12%	3%	-1.1%	-3%	-9%	-2%
Cc1ccc(C)c(NC(=O)C2=CCN(S(=O)(=O)c3ccc(F)cc3)CC2)c1	0%	-8	-14	-9%	-5%	0.4%	-3%	?	7%
Cc1ccc(S(=O)(=O)Cc2ccc(C(=O)N3CCN(c4cccc(C)c4C)CC3)o2)cc1	-21%&-10%	-4&-1	3&-1	-8%&0%	-5%&-7%	0.3%&3.1%	-7%&5%[57.1 µM]	-16%&-19%	13%&30%

Profiles, looked up by structure. Screens in order: Vif-A3G inh | PI4K2A block | LDHA block | Vif-A3F inh | Glioma ERSR ind | RXFP1 agonist | TrxR1 substrate | USP1-UAF1 inh | IDH1 R132H inh
COCc1nnc(NC(=O)CS(=O)(=O)Cc2ccccc2)s1 is listed with 2% | 8 | -3 | 2% | -4% | 0.4% | -3% | -7% | 1%
Cc1ccc(C)c(NC(=O)C2=CCN(S(=O)(=O)c3ccc(F)cc3)CC2)c1 is listed with 0% | -8 | -14 | -9% | -5% | 0.4% | -3% | ? | 7%
COc1cccc(OCc2ccc(Cn3nc(NC(=O)NCCc4ccc(OC)c(OC)c4)c4ccccc43)cc2)c1 is listed with -3% | 1 | -10 | . | -4% | . | . | . | .
Cc1ccc(S(=O)(=O)Cc2ccc(C(=O)N3CCN(c4cccc(C)c4C)CC3)o2)cc1 is listed with -21%&-10% | -4&-1 | 3&-1 | -8%&0% | -5%&-7% | 0.3%&3.1% | -7%&5%[57.1 µM] | -16%&-19% | 13%&30%
COc1ccc(/C=C/c2ccnc3ccccc23)c(OC)c1 is listed with ? | . | 0 | . | 4% | . | -11% | . | .

Next section:
SMILES	Vif-A3G inh	PI4K2A block	LDHA block	Vif-A3F inh	Glioma ERSR ind	RXFP1 agonist	TrxR1 substrate	USP1-UAF1 inh	IDH1 R132H inh
O=[N+]([O-])c1ccc(S(=O)(=O)NCc2nc3cccnc3n2Cc2ccccc2Cl)cc1	0%	0	-12	-8%	-3%	5.0%	-3%[57.1 µM]	5%	-4%
CCNC(=O)COc1ccc(C=O)cc1OC	0%	1	0	2%	-2%	0.8%	4%	-21%	2%
NC(=O)C1CCN(c2ncccc2[N+](=O)[O-])CC1	-1%	3	-9	-2%	-2%	3.3%	8%[57.1 µM]	-17%	0%
O=C(COc1ncnc2ccccc12)Nc1cc([N+](=O)[O-])ccc1F	0%	4	4	1%	-4%	9.4%	0%	-8%	8%
CCc1nc2ccc(C(=O)Nc3cccc(C(C)=O)c3)cc2nc1CC	-1%	-2	-3	2%	4%	-1.3%	-1%	-18%	9%
Cc1cccc(NC(=O)CN2C(=O)c3ccccc3S2(=O)=O)n1	0%	0	-10	1%	-2%	0.2%	-7%[57.1 µM]	-8%	-3%
CN1CCN(C(=O)c2ccc(CNS(=O)(=O)c3cccc(Cl)c3)cc2)CC1	1%	-8	-8	-23%	-2%	1.4%	1%	-19%	-3%
CCc1nc2nc(C)c(NS(=O)(=O)c3ccc(Cl)s3)c(=O)n2[nH]1	0%	0	-9	12%	-6%	-0.6%	1%[57.1 µM]	-7%	7%
CCN(CC(=O)Nc1ccc(NC(C)=O)cc1)C(=O)c1cccnc1Sc1ccc(C)c(C)c1	0%	-1	-5	5%	-2%	0.1%	0%	-16%	1%
CC1CCCCN1C(C(=O)O)c1ccccc1 (stereo not drawn)	-7%	-1	-1	?	-2%	0.1%	3%	?	8%
CCCOc1ccc(NC(=O)C2CCCNC2=O)cc1 (stereo not drawn)	1%	-5	-4	-1%	4%	1.3%	12%[57.1 µM]	-19%	7%
CSc1ncc(C(=O)Nc2cccc(C)c2C)c(-c2ccccc2)n1	-2%	2	-6	-2%	-4%	?	2%	8%	-1%
O=S(=O)(NCCOC12CC3CC(CC(C3)C1)C2)c1cccc2nsnc12	4%	6	-9	0%	-7%	0.3%	8%[57.1 µM]	-1%	6%
